# Screening data: PubChem, National Center for Advancing Translational Sciences (NCATS)
# Luciferase inh: inhibitors of firefly (Photinus pyralis) luciferase. P08659. purified P. pyralis luciferase, luminescence, biochemical. Potency, µM (highest dose often 115 µM), without a hit: at the highest dose activity change, negative = inhibition, most hits filed as inhibitors. 76,000 compounds, 2.5% hits. AID 1347043; note: potency is the fitted concentration of half-maximal effect; nearly all actives have a fitted effect of over 65% in size
# Target sequence (P08659 whole entry, looked up): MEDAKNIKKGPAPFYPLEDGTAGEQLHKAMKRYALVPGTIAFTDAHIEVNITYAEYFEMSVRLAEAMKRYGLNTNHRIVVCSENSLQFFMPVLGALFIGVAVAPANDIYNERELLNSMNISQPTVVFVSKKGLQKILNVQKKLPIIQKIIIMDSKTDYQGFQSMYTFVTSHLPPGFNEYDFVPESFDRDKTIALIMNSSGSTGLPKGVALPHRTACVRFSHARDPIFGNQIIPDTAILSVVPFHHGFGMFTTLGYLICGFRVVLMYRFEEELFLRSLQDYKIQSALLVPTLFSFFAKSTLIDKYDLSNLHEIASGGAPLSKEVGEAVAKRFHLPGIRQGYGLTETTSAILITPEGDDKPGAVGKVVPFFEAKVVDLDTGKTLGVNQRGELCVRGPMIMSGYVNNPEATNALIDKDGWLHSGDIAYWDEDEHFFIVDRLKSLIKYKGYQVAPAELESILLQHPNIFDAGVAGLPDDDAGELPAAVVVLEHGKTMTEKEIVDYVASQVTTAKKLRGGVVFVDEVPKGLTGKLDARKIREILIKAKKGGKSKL
#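 Purified P. pyralis luciferase (10nM final) in 50mM Tris acetate pH 7.5, 10mM Mg acetate, 0.01% Tween-20, 0.05% BSA with 10uM D-luciferin and 10uM ATP. Compounds titrated qHTS. Luminescence imaged on CCD.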
# IP6K1 inh: IP6K1 kinase inhibition; IP6K1 kinase, ADP-Glo luminescence, 2 h; stronger effect = lower value; activity change, % (series mostly up to about 58 µM); 140,000 compounds, 0.81% hits; AID 1645851; in the data active = activity change below about -25%
#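 ADP-Glo luminescence measures ADP made by human IP6K1 during a 2 h RT reaction with ATP/IP6 (mix at 1.3 mM/130 uM); top library doses 57.5 and 19.1 uM final.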
# NIH3T3 tox: cytotoxic compounds in NIH 3T3 cells | 94,000 compounds, 4.3% hits | NIH 3T3 viability, CellTiter-Glo ATP luminescence, 48-72 h | Potency, µM (titrated, usually from 96.7 µM), for the others: top-dose activity change, negative = cytotoxicity, actives largely listed as inhibitors; note: potency is the fitted concentration of half-maximal effect; nearly all actives have a fitted effect of over 55% in size
#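 Viability of NIH 3T3 cells after 48 or 72 hr compound treatment at 37 °C was assessed by CellTiter-Glo, with luminescence imaged following a 10 min room-temperature step.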
# GPT2 inh: blocks human glutamate pyruvate transaminase 2. Q8TD30. Recombinant GPT2, coupled pyruvate oxidase/HRP Amplex Red fluorescence. Potency, µM (titrated, usually from 57.7 µM), inactives show at the highest dose activity change, negative = inhibition, usual class: inhibitors. 100,000 compounds, 0.25% hits; note: potency is the fitted concentration of half-maximal effect; nearly all actives have a fitted effect of over 60% in size; many of its hits are not listed in these tables
# Target sequence (Q8TD30 whole entry, looked up): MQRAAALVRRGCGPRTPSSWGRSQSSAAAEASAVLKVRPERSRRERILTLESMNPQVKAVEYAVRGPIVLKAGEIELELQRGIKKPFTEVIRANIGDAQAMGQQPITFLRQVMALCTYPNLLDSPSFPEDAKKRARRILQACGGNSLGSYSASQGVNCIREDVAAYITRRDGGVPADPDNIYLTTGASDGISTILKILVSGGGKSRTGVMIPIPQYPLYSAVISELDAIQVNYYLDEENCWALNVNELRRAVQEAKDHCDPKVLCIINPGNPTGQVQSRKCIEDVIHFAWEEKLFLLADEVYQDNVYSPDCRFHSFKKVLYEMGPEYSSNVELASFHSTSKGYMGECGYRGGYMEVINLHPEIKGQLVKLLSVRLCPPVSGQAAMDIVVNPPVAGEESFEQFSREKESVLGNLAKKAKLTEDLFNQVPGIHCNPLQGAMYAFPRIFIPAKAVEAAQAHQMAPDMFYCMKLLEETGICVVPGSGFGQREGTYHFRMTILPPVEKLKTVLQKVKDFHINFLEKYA
#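 Fluorescence of coupled pyruvate oxidase/HRP/Amplex Red system (50uM Amplex, 30 min, dark) reports pyruvate formed by GPT2. Enzyme reaction: 10ng/uL GPT2, 2mM L-alanine, 250uM a-KG, 30 min room temperature, pH 7.5; 50uM AOA control.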
# SNCA expr inh: inhibitors of alpha-synuclein (SNCA) gene expression | HEK-293 SNCA-luciferase knock-in, luminescence, 24 h | Potency, µM (titrated, usually from 57.2 µM), for the others: at the highest dose activity change, negative = inhibition, hits mostly inhibitors | 140,000 compounds, 0.17% hits | AID 1671194;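 note: potency is the fitted concentration of half-maximal effect; plate controls were DMSO cells for no effect and cell-free wells for full effect; nearly all actives have a fitted effect of over 45% in size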
# HEK cytotox: kills HEK 293 cells; HEK 293 viability, ATP luminescence (CellTiter-Glo), 48-72 h; Potency, µM (highest dose often 115 µM), inactives show top-dose activity change, negative = cytotoxicity, usual class: inhibitors; 94,000 compounds, 6.6% hits; AID 1345083; note: potency is the fitted concentration of half-maximal effect; nearly all actives have a fitted effect of over 60% in size
#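 Cytotoxicity was scored by loss of ATP-coupled luminescence (CellTiter-Glo) in HEK 293 cells. Compound treatment ran 48 or 72 hr at 37 degree Celsius, 5% CO2, 95% humidity.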
# SNCA viab count: cell viability loss counter-screen; HEK-293-SNCA-luc viability, GF-AFC fluorescence, 24 h; Potency, µM (doses to about 57.1 µM), inactives show top-dose activity change, negative = cytotoxicity, actives largely listed as cytotoxic; 150,000 compounds, 0.12% hits;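 note: potency is the fitted concentration of half-maximal effect; 0% = DMSO-treated cells and -100% = medium-only wells without cells; nearly all actives have a fitted effect of over 30% in size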
#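 HEK-293-SNCA-luc cells (1500/well) plated 24 h, then exposed 24 h to a dilution series; GF-AFC added 30 min at 37C, fluorescence 405/540 nm; normalised to medium-only and DMSO wells, Hill fit.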
# * hit, by the source's call; i = inactive; ? = inconclusive; · = not tested or not shown; & = joins results of further samples; ! = not confirmed by another sample; [ ] = remark or other dose. Unless noted, calls come from the whole dose curve; as a rule, active = well fitted curve in the direction sought with a large enough effect; inconclusive = small, poorly fitted or top-dose-only effect, or another doubt; inactive = no such curve, though single readings can be large; an effect the other way counts as inactive or inconclusive. Unless noted, % is set by controls: 0 for no effect and ±100 for the full control effect.
SMILES,Luciferase inh,IP6K1 inh,NIH3T3 tox,GPT2 inh,SNCA expr inh,HEK cytotox,SNCA viab count
Cc1cccc(N2CCN(C(=O)CC3CCCCN(Cc4ccccc4)C3=O)CC2)c1 (configuration not stated),0%,11,?,i,-29%,?,-16%
O=C(CCc1ccccc1)N1C[C@@H](CO)[C@H](c2ccncc2)C1,0%,-9,-13%,i,8%,3%,3%
CN1CCN(S(=O)(=O)c2ccc(F)cc2F)CC12CCNC(=O)CC2 (configuration not stated),6%,19,-9%,4%,16%,-16%,7%
COc1ccc(OC)c([S+](=O)([O-])c2nnn3c2nc(NCc2ccc(F)cc2)c2ccccc23)c1,·,11,?,-15%,-29%,?,-3%
CCOCCCNC(=O)CN1C(=O)c2cccnc2Sc2ccccc21,·,20,·,·,-7%,·,0%
Cc1nc(C(=O)NC2CCN(c3ncccc3C#N)CC2)cs1,-5%,8,-33%,i,4%,-2%,10%
CC(=O)NC1(C)CCCN(Cc2cc(-c3c(C)noc3C)cs2)C1 (configuration not stated),4%[172 µM],10,?,-6%[88.5 µM],34%[activator][87.6 µM],?,6%[87.6 µM]
CCOc1ccc(CNC(=O)C2CCN(C(=O)c3sccc3-n3cccc3)CC2)cc1,·,7,·,·,-20%,·,9%
Cn1cc(-c2ccccc2)c2nc(COc3ccc(Cl)cc3)cn2c1=O,14%[172 µM],-2,50µM*,-8%[88.5 µM],-18%[87.6 µM],?,?
CCOC(=O)N1CCc2c(sc3c2c(=O)n(-c2ccc(CC)cc2)c(=O)n3CC(=O)c2ccccc2)C1,·,7,·,·,15%,·,1%
CNC(=O)c1cc(C2CC2)nc2onc(C3CCCN3C(=O)Nc3ccc(Cl)cc3)c12 (configuration not stated),·,4,-23%,·,·,-16%,·
OC[C@@H]1CN(Cc2ccco2)C[C@H]1c1ccncc1,2%,-11,-14%,i,-27%,-6%,-6%
CS(=O)(=O)N1CCCC(C(=O)N2CCC(c3ccccc3)CC2)C1 (configuration not stated),·,-13,-15%,i,27%,2%,1%
CCOc1cc(C)c(C(C)C)cc1S(=O)(=O)n1ccnc1CC,·,-12,·,·,3%,·,-9%
COc1cc(C(=O)Nc2ccc(Cl)c(-c3nc4ncccc4o3)c2)cc(OC)c1OC,·,5,·,·,22%,·,-2%
CC(C)CNC(=O)c1ccc2c(c1)NC(C)(COCC1CC1)CO2 (configuration not stated),-19%[172 µM],18,?,i,11%[87.6 µM],?,2%[87.6 µM]
CN1CCOc2c(C(=O)NCc3cccnc3)cc(-c3ccccc3F)cc21,-5%[172 µM],-29*,?,4%[88.5 µM],-9%[87.6 µM],100µM*,?
CC(C)NC(=O)c1ccc(-n2c(-c3ccccc3)cc3c2CCCC3)cc1,·,11,·,·,?,·,-20%
CCC1CCc2nc3sc(C(=O)Nc4ccc(C)cc4C)c(N)c3cc2C1 (configuration not stated),·,19,·,·,-12%,·,4%
CCc1cccc(C)c1NC(=O)Cn1c(C)cc2nc3n(c(=O)c21)CCCCC3,-2%,-9,2%,i,?,-8%,-8%

# Retrieved one by one from above, three records:
SMILES,Luciferase inh,IP6K1 inh,NIH3T3 tox,GPT2 inh,SNCA expr inh,HEK cytotox,SNCA viab count
CN1CCOc2c(C(=O)NCc3cccnc3)cc(-c3ccccc3F)cc21,-5%[172 µM],-29*,?,4%[88.5 µM],-9%[87.6 µM],100µM*,?
CC(=O)NC1(C)CCCN(Cc2cc(-c3c(C)noc3C)cs2)C1 (configuration not stated),4%[172 µM],10,?,-6%[88.5 µM],34%[activator][87.6 µM],?,6%[87.6 µM]
CNC(=O)c1cc(C2CC2)nc2onc(C3CCCN3C(=O)Nc3ccc(Cl)cc3)c12 (configuration not stated),·,4,-23%,·,·,-16%,·

# (next part)
SMILES,Luciferase inh,IP6K1 inh,NIH3T3 tox,GPT2 inh,SNCA expr inh,HEK cytotox,SNCA viab count
COc1ccc(C[C@H](NC(=O)[C@@]2(O)C[C@@H](O)[C@H](O)[C@@H](NC(=O)Nc3ccc(C(C)=O)cc3)C2)C(N)=O)cc1,3%,-7,-1%,?,-11%,i,2%
CNC(=O)[C@@H]1CN(C(=O)COc2ccc(Cl)cc2C)C[C@H]1COC,-11%,7,-1%,i,12%,1%,-27%
Cc1cc2nc3n(c(=O)c2n1CC(=O)NCCCc1ccccc1)CCCC3,-1%,5,-17%,?,?,-1%,-4%
COc1ccc(S(=O)(=O)Nc2cc(S(=O)(=O)c3ccccc3)c(O)c(C)c2C)cc1,·,-2,·,·,3%,·,-17%
COc1ccc(-c2cnc3[nH]cc(CC(=O)NC4CCOCC4)c3c2)cc1,?,-8,25µM*,-4%[88.5 µM],18%[87.6 µM],?,5%[87.6 µM]
Cn1ncc(N2CCCC(CC(=O)NCCN3CCCCC3)C2)cc1=O (configuration not stated),1%,7,4%,4%,0%,0%,7%
Cc1cccc(-c2nc(C)c(CCNC(=O)C(=O)Nc3ccccc3C#N)s2)c1,·,17,·,·,27%,·,-12%
COc1cccc(CNC(=O)Cn2ncn3nc(-c4cccs4)cc3c2=O)c1OC,·,16,·,·,-2%,·,1%
CS(=O)(=O)c1ccc(CC(=O)N2CCCC(c3cccc(C(=O)O)c3)C2)cc1 (configuration not stated),5%,21,-6%,?,10%,i,-4%
Fc1ccc(-c2csc(=Nc3cccc(C(F)(F)F)c3)n2Cc2ccc3c(c2)OCO3)cc1,·,-26*,·,·,1%,·,13%
Cc1ccsc1CCN1C(=O)N(c2ccccc2)C(=O)C1CC(=O)Nc1ccc(F)cc1 (configuration not stated),·,8,·,·,?,·,-6%
CC(CCc1ccccc1)NC(=O)CCn1ccn2nc3c(c2c1=O)CCCC3 (configuration not stated),10%,18,1%,i,6%,-4%,-9%
O=C(c1ccc2c(c1)OCO2)N1CCc2nc(C3CC3)nc(-c3ccc(Cl)cc3)c2C1,·,1,-10%,i,-17%,-19%,?
O=c1[nH]c(N2CCc3ccccc3C2)nc2c1CCN(Cc1cccs1)CC2,0%,-13,-20%,0%,-4%,-13%,1%
COc1ccc(NC(=O)/C(C#N)=C/c2cc(C)n(-c3ccc(F)cc3)c2C)cc1,·,26,·,·,2%,·,-5%
Cc1ccc(-c2n[nH]c3c2C(c2ccc(C(C)(C)C)cc2)NC3=O)cc1 (configuration not stated),·,-21,·,·,77%[activator],·,?
CC(=O)N1CC2(Cc3ccccc31)CN(C(=O)c1ccc(F)cc1)C2,-8%[172 µM],-12,-12%[138 µM],i,56%[activator][87.6 µM],-1%[172 µM],11%[87.6 µM]
Cc1ccncc1NC(=O)CC1=C2CCCCC2N(Cc2ccc(F)cc2)C1=O (configuration not stated),·,-3,?,4%,-6%,?,-8%
CCCOc1ccc(CN2C[C@@H](CO)[C@H](c3ccncc3)C2)cc1,5%,-12,-24%,2%,?,?,?
Cc1cccc(NS(=O)(=O)c2ccc3c(c2)OCC(C(=O)N2CCCC2)O3)c1C (configuration not stated),·,-1,·,·,3%,·,0%

# Record cards, from the list above. Values in the order: Luciferase inh | IP6K1 inh | NIH3T3 tox | GPT2 inh | SNCA expr inh | HEK cytotox | SNCA viab count
# Entry for Cc1cccc(NS(=O)(=O)c2ccc3c(c2)OCC(C(=O)N2CCCC2)O3)c1C (configuration not stated) = · | -1 | · | · | 3% | · | 0%
# Entry for O=C(c1ccc2c(c1)OCO2)N1CCc2nc(C3CC3)nc(-c3ccc(Cl)cc3)c2C1 = · | 1 | -10% | i | -17% | -19% | ?
# Entry for COc1ccc(NC(=O)/C(C#N)=C/c2cc(C)n(-c3ccc(F)cc3)c2C)cc1 = · | 26 | · | · | 2% | · | -5%

# New compounds follow:
SMILES,Luciferase inh,IP6K1 inh,NIH3T3 tox,GPT2 inh,SNCA expr inh,HEK cytotox,SNCA viab count
CN(Cc1ccccc1)C(=O)c1ccnc(-c2nnc3ccc(N(C)c4ccccc4)nn23)c1,1%,-3,-68%,0%,1%,?,-10%
O=C([C@@H]1C[C@H](Oc2ccccc2)CN1C(=O)Nc1ccccc1F)N1CCOCC1,-6%,0,-2%,1%,-12%,i,-28%
COc1ccc(C(=O)NCc2nnnn2-c2ccc(C)c(C)c2)cc1,·,15,·,·,?,·,-20%
Cc1cccc(C2C=C(c3ccc(C)c(C)c3)Nc3nnnn32)c1 (configuration not stated),·,10,·,·,13%,·,?
COc1ccc(C(CC(=O)Nc2ncccc2C)N2Cc3ccccc3C2=O)cc1OC (configuration not stated),·,-7,·,·,21%,·,-12%
Cn1cnnc1CC1CCN(C(=O)c2ccc(Oc3ccccc3)o2)CC1,-27%,36,-14%,-7%,-2%,-16%,-15%
CSCCNC(=O)c1nc2sccn2c1Br,?,4,?,i,97%[activator][87.6 µM],-8%[172 µM],0%[87.6 µM]
CC1(COc2ccccc2)COc2ccc(C(=O)NCc3ccco3)cc2N1 (configuration not stated),-3%[172 µM],-3,?,i,-7%[87.6 µM],?,-8%[87.6 µM]
CN1C(=O)c2cccn2CC1C(=O)N1CCCC1 (configuration not stated),-9%,3,-5%,i,15%,-3%,-18%
COc1ccc(-c2ccc3nnc(CNC(=O)c4cc(Cl)ccc4OC)n3n2)cc1,1%,-9,-26%,i,15%,i,6%
O=CN1CCCC(n2cnc3cccnc32)C1 (configuration not stated),0%[230 µM],0,i,i,15%[87.6 µM],i,8%[87.6 µM]
CCOc1cccc(CN2CCCC23Cc2ccccc2CNC3=O)c1 (configuration not stated),·,-4&-3,?,i,-13%&3%,79µM*!,4%&-1%
O=C1CC2(CCN(C(=O)C3CCN(C(=O)c4ccccc4F)CC3)CC2)Oc2ccccc2N1,·,14,-22%,?,52%[activator],?,?
COC(=O)CN1C(=O)[C@@H]2C[C@@H](O)CN2C2(CN(C3CCN(C(C)=O)CC3)C2)C1=O,0%[172 µM],-1,-8%[174 µM],-36%[88.5 µM],-22%[87.6 µM],2%[172 µM],1%[87.6 µM]
CS(=O)(=O)OCCCCOS(C)(=O)=O,·,-4,·,1%&-16%,15%,·,-5%
Cc1cccc(-c2nc(SCC(=O)NCC3CCCO3)c3c(=O)n(C)c(=O)n(C)c3n2)c1 (configuration not stated),·,12,·,·,22%,·,13%
COc1ccc(NC(=O)c2ccc3c(c2)C2(CCN(C)C2)CN3CC2CC2)cc1 (configuration not stated),-22%[172 µM],14,25µM*,?,7%[87.6 µM],50µM*,-18%[87.6 µM]
NC(=O)CSc1nc2c(oc3ccccc32)c(=O)n1Cc1ccccc1,·,0,·,·,16%,·,-15%
CC(=O)[C@]1(O)Cc2c(O)c3c(c(O)c2[C@@H](O[C@H]2C[C@H](N)[C@@H](O)[C@H](C)O2)C1)C(=O)c1ccccc1C3=O,·,·,·,?,?,·,?
COc1ccc(C(=O)N2CCC3(CC2)OC(=O)N(Cc2ccccc2F)C3(C)c2ccccc2)cn1 (configuration not stated),-16%,-12,?,i,-3%,?,1%
CC(C)Oc1ccc(CN2CCC(C)(c3noc(C4CCOCC4)n3)CC2)cc1,5%,2,0%,i,-7%,-14%,-4%
COc1c(C)c(OCC=C(C)C)cc2c1CNC2=O,·,-1,·,i,·,·,-27%
